# STEP inh – blocks human striatal-enriched tyrosine phosphatase. P54829. recombinant STEP, OMFP fluorogenic substrate, fluorescence. inhibition, % at 20 µM. 360,000 tested, 0.25% active. AID 588621;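 active means inhibition at 20 µM, scaled per plate between control wells, above about 37%, limit read from the data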;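 further: 0% = DMSO with enzyme and substrate and 100% = substrate only without enzyme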
#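 Assay system: isolated STEP enzyme / Timing: 20 min at room temperature, dark / Doses: 20 µM, 1% DMSO / Technique: fluorescence intensity, excitation 480 nm, emission 540 nm / Reagent: fluorogenic phosphatase substrate OMFP at 25 µM final / Measure: percent inhibition scaled to no-enzyme and uninhibited-enzyme controls, plate-pattern corrected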
# NadD inh – blocks S. aureus nicotinate mononucleotide adenylyltransferase; purified NadD enzyme, colorimetric absorbance read-out; inhibition, % at 20 µM; 360,000 tested, 0.78% active; AID 602399; in the data active means inhibition above about 26%; further: some compounds past the cut are filed as inactive
# Tb MetRS inh – blocks T. brucei methionyl-tRNA synthetase activity. purified T. brucei MetRS, ATP depletion, Kinase-Glo luminescence. inhibition, % at 11.9 µM. 360,000 tested, 0.4% active;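 active means inhibition above a per-plate cutoff of the control wells' mean inhibition plus 3 SD, cut at about 5.5% in these data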;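 further: 0% = DMSO wells median and 100% = median of wells with control inhibitor compound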
#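 Material: parasite MetRS enzyme / Replication: singlicate, one well per compound / Signal: luminescence of leftover ATP / Schedule: 2 h aminoacylation at 25 °C after 15 min preincubation / Medium: HEPES-MgCl2-KCl buffer plus DTT, spermine, BSA, pyrophosphatase / Doses: 11.9 µM single point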
# Rpn11 block – Rpn11 (human) deubiquitinase inhibition; O00487; human 26S proteasome, Ub4-pepOG fluorescence polarization; 20S core pre-blocked with epoxomicin; calls only at 20 µM; 360,000 tested, 0.59% active; AID 588493;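 active means inhibition at 20 µM, scaled to each plate's controls, above about 33%, limit read from the data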
# Target sequence (O00487 whole entry, looked up): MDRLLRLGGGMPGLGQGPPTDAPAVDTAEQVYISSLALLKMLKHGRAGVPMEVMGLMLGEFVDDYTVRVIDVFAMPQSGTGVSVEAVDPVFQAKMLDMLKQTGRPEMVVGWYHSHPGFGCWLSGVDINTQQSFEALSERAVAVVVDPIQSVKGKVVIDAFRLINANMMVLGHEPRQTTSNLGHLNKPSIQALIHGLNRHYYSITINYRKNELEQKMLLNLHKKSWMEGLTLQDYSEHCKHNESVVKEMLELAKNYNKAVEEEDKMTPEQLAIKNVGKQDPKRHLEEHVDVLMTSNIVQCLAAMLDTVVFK
# CSN deneddyl inh – CSN deneddylation inhibition | Purified CSN, SCF-Nedd8-OG deneddylation, fluorescence polarization | inhibition, % at 12.5 µM | AID 651999 | Q92905 | 360,000 tested, 0.38% active;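 active means pattern-corrected inhibition above about 35%, with an unprinted fluorescence ratio check between 0.5 and 1.5, limit read from the data, passing the limit was not always enough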;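 further: 0% = enzyme with substrate and 100% = substrate without enzyme; some results filed as inactive read as strong as hits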
#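 Test system: purified human Csn5 enzyme expressed in HEK293T cells. Amount: 0.24 nM enzyme. Reagent: SCFSkp2-Nedd8OG substrate at 10 nM final. Schedule: 90 min incubation of compound, enzyme and substrate at room temperature. Detection: fluorescence polarization. Read-out: % inhibition of substrate cleavage by Csn5.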
# LMPTP block – blocks human LMPTP phosphatase; P24666; recombinant LMPTP-A, OMFP fluorogenic substrate, fluorescence intensity; inhibition, % at 20 µM; 360,000 tested, 0.22% active; AID 651560;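 active means compounds that cut the enzyme signal by at least half of the control window in the single-dose screen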;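 further: plate controls were DMSO wells with enzyme plus substrate for no effect and substrate without enzyme for full effect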
# Target sequence (P24666 whole entry, looked up): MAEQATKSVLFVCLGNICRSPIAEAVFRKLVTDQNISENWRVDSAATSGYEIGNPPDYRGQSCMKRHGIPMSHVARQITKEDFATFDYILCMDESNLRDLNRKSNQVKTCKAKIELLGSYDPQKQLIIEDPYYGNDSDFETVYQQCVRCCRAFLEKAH
#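 Test system – LMPTP-A enzyme · Amount – LMPTP-A at 0.625 nM final in the reaction · Buffer or medium – Bis-Tris pH 6.0, DTT, detergent · Reagent – OMFP 400 µM · Doses – single 20 µM dose · Schedule – reaction 50 min, room temperature, dark · Detection – fluorescence intensity of OMFP turnover product · Evaluation – percent inhibition versus substrate-only and uninhibited controls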
# DNMT1 block – DNMT1 (human) enzyme inhibition. AID 588458. 360,000 tested, 0.83% active. DNMT1 molecular beacon, Hinp1I cleavage, fluorescence. P26358. inhibition (reported as % activation of signal), % at 10 µM; in the data active means inhibition above about 50%
# MsrA inhibitor – inhibits bovine methionine sulfoxide reductase A; purified bovine MsrA, absorbance read-out; inhibition, % at 15.5 µM; 360,000 tested, 0.75% active; AID 651718; in the data active means inhibition above about 4.5%;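 further: 0% = vehicle wells with enzyme and 100% = reference inhibitor wells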
# SUMO1-SIM PPI – SUMO1-SIM interaction modulation; 360,000 tested, 0.33% active; SUMO1 binding to a labelled peptide, TR-FRET, 1 h; inhibition, % at 20 µM; P63165; in the data active means inhibition above about 37%
# Target sequence (P63165 whole entry, looked up): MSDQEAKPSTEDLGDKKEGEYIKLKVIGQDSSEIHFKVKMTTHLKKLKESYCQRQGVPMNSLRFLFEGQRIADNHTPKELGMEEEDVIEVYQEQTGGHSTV
# Scp-1 inhibitor – blocks human Scp-1 phosphatase activity | Recombinant Scp1, phosphopeptide, malachite green phosphate absorbance | inhibition, % at 20 µM | 340,000 tested, 0.88% active;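 active means inhibition above about 50% at 20 µM, limit read from the data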;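 further: plate controls were DMSO wells with enzyme for no effect and wells lacking enzyme for full effect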
# Target sequence (Q9GZU7 76-261 limits assumed): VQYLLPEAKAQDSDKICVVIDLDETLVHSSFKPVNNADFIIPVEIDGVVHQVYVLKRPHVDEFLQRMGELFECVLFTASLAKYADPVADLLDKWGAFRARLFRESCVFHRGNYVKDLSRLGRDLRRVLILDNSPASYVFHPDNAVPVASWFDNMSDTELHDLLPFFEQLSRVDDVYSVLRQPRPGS
#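 Test system: SCP-1 catalytic domain; Buffer or medium: Acidic Tris acetate buffer with magnesium and detergent; Also added: Phosphorylated 17-residue peptide substrate; Compound: single 20 µM dose, 1% DMSO; Schedule: enzyme reaction 45 min at room temperature, colour 5 min, stabilisation 30 min; Signal: Phosphate-binding colour reagent, absorbance read at 630 nm.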
# * hit, by the source's call; i = inactive; / = no result given.
SMILES,STEP inh,NadD inh,Tb MetRS inh,Rpn11 block,CSN deneddyl inh,LMPTP block,DNMT1 block,MsrA inhibitor,SUMO1-SIM PPI,Scp-1 inhibitor
COc1ccc(NC(=O)CSc2nc(C)cs2)c([N+](=O)[O-])c1,-3,3,-0.5,i,1,0.5,5,1.8,-27,-7
Cc1ccc(S(=O)(=O)N2CCOCC2)cc1NC(=O)CSc1nnc(NC2CC2)s1,1,7,-0.2,i,2,-1.1,4,3.5,1,-3
CC(C)[C@H](NC(=O)c1cc2cc(Cl)ccc2n1C)C(=O)N1CCC(C(=O)O)CC1,0,-6,0.7,i,-1,-1.1,2,1.8,4,-9
CCCCN(CC)CCCNC(=S)Nc1ccc2nc3n(c(=O)c2c1)CCCCC3,0,-6,-0.9,i,6,-0.7,3,-0.5,-2,-2
CC[C@]12c3[nH]c4ccc(Cl)cc4c3CCN1C(=O)[C@@H](CC(=O)NCCN1CCOCC1)C[C@@H]2C(=O)N1CCN(C(=O)C2CC2)CC1,-3,3,-0.6,i,2,-7.5,3,1.0,-4,-4
CC1(C)CC[C@]2(C(=O)O[C@@H]3OC(CO)[C@@H](O)[C@H](O)[C@H]3O)CC[C@]3(C)C(=CCC4[C@@]5(C)CC[C@H](O[C@@H]6OC(C(=O)O)[C@@H](O)[C@H](O)[C@H]6O)C(C)(C)C5CC[C@]43C)[C@@H]2C1 (some centres not stated),-2,18,-0.2,i,-1,-1.4,-1,1.5,9,1
CCCCOc1ccc(C(=O)NCC(=O)NC2CCN(Cc3ccccc3)CC2)cc1,-2,-5,-0.1,i,6,-0.8,-1,0.1,-4,1
Cc1nc(COC(=O)c2c(C)nn(-c3ccccc3)c2C)cs1,-2,3,0.0,i,4,-0.5,1,0.0,-1,-2
CCOC(=O)C1=C(C)Nc2ccccc2N=C1NC(=O)Cc1ccc(Br)cc1,0,-1,-0.8,i,-2,-1.2,5,-1.1,-3,1
CC1=NN(c2ccc(N)cc2)C(=O)C1,1,-1,0.1,i,-1,1.0,-10,-0.1,18,-2
Cc1cccc[n+]1CC(=O)/C=C1\N(C)c2ccccc2C1(C)C,0,0,0.7,i,4,0.2,5,2.1,-3,-5
Cc1nnc(NC(=O)CSc2nnc(Cc3ccccc3)n2-c2ccccc2)s1,-2,3,-0.6,i,1,-1.6,0,0.6,1,-2
O=C(CCCNC(=O)c1ccc(Cl)cc1)NCc1ccccc1F,-2,-5,0.4,i,-6,-0.7,2,-0.4,0,-8
Cc1ccc(S(=O)(=O)Nc2cccnc2Oc2ccc(Cl)cc2)cc1,0,0,-0.6,i,0,2.4,-1,0.5,-2,-4
Cc1cccc(NC(=O)c2cc(NC(=O)c3ccco3)ccc2Cl)n1,3,3,-1.0,i,1,0.6,-4,-0.1,-1,-11
CC12CN3CCN(CC(C3)C1(O)CN1CCOCC1)C2 (configuration not stated),-1,-3,-1.7,i,-4,-4.5,4,0.5,-1,-5
O=C1NC(Cc2ccccc2)c2nc3ccc(F)cc3c(=O)n2-c2cc3ccccc3cc21 (configuration not stated),2,15,0.5,i,9,-0.4,-8,1.7,-5,/
CC(C)NC(=S)NC(=O)/C=C/c1ccc(F)cc1,-2,1,-0.5,i,0,0.9,1,-0.4,-1,-2
CCCCN(CC)CCNC(=O)c1cn(C)c(=O)c2c1c1ccccc1n2C,4,-7,-0.2,i,5,-1.2,-2,1.2,0,-10
CCc1ccc(-c2nc(CS(=O)CC(=O)O)c(C)o2)cc1 (configuration not stated),-1,0,-0.2,i,5,-0.6,0,-1.3,2,2

# 3 compounds already listed, sorted by count of non-hydrogen atoms, highest first.
SMILES,STEP inh,NadD inh,Tb MetRS inh,Rpn11 block,CSN deneddyl inh,LMPTP block,DNMT1 block,MsrA inhibitor,SUMO1-SIM PPI,Scp-1 inhibitor
O=C1NC(Cc2ccccc2)c2nc3ccc(F)cc3c(=O)n2-c2cc3ccccc3cc21 (configuration not stated),2,15,0.5,i,9,-0.4,-8,1.7,-5,/
O=C(CCCNC(=O)c1ccc(Cl)cc1)NCc1ccccc1F,-2,-5,0.4,i,-6,-0.7,2,-0.4,0,-8
CC12CN3CCN(CC(C3)C1(O)CN1CCOCC1)C2 (configuration not stated),-1,-3,-1.7,i,-4,-4.5,4,0.5,-1,-5

# Following part.
SMILES,STEP inh,NadD inh,Tb MetRS inh,Rpn11 block,CSN deneddyl inh,LMPTP block,DNMT1 block,MsrA inhibitor,SUMO1-SIM PPI,Scp-1 inhibitor
N#CCC(=O)Nc1ccc(C(=O)OCC(=O)Nc2sc3c(c2C#N)CCCC3)cc1,-3,33*,-0.1,i,3,2.2,-12,0.0,24,2
CN(C)/C(CN1CCN(C=O)CC1)=C1\N=C(c2ccccc2)OC1=O,-1,-5,-0.8,i,5,-0.7,5,6.0*,-7,0
COc1ccc(CCC(=O)Nc2c(C)n(C)n(-c3ccccc3)c2=O)cc1,-2,-9,-0.7,i,1,0.1,1,-0.7,2,-6
O=C1CNC(=S)N1CCCn1ccnc1,0,3,-0.4,i,-4,-2.4,-2,1.5,-6,0
COCCn1c(SCC(=O)Nc2cc(Cl)ccc2OC)nc2c(c1=O)SC(C)C2 (configuration not stated),2,-6,-0.2,i,0,-0.3,1,0.9,-5,-11
COc1cc(Br)c(C2C(C#N)=C(N)Oc3n[nH]c(-c4cccnc4)c32)cc1OC (configuration not stated),-5,2,-0.4,i,-7,-3.1,-3,0.5,7,-10
O=c1[nH]c(C2CCN(S(=O)(=O)c3ccc4c(c3)OCCO4)CC2)nc2c1nnn2Cc1ccc(F)cc1,-1,13,0.2,i,1,1.8,-8,0.7,-2,-10
O=C(NCC1CCCN(Cc2cccc(C(F)(F)F)c2)C1)c1ccc(F)cc1 (configuration not stated),-2,-6,-0.7,i,2,-1.0,132*,-0.6,-3,0
O=C(Cn1cccn1)N1CCCC(N2CCN(c3cccc(C(F)(F)F)c3)CC2)C1 (configuration not stated),-1,-1,0.1,i,0,0.4,1,-0.2,2,-5
O=C(COC(=O)c1cnccn1)NCc1ccc(Cl)cc1,-1,-7,-0.4,i,6,-1.1,-16,-0.9,-2,-7

# Some of these compounds in order of their number in DNMT1 block, highest first.
molecule,DNMT1 block
O=C(NCC1CCCN(Cc2cccc(C(F)(F)F)c2)C1)c1ccc(F)cc1 (configuration not stated),132*
COCCn1c(SCC(=O)Nc2cc(Cl)ccc2OC)nc2c(c1=O)SC(C)C2 (configuration not stated),1
O=C1CNC(=S)N1CCCn1ccnc1,-2
COc1cc(Br)c(C2C(C#N)=C(N)Oc3n[nH]c(-c4cccnc4)c32)cc1OC (configuration not stated),-3
O=c1[nH]c(C2CCN(S(=O)(=O)c3ccc4c(c3)OCCO4)CC2)nc2c1nnn2Cc1ccc(F)cc1,-8

# Following part:
SMILES,STEP inh,NadD inh,Tb MetRS inh,Rpn11 block,CSN deneddyl inh,LMPTP block,DNMT1 block,MsrA inhibitor,SUMO1-SIM PPI,Scp-1 inhibitor
CCOC(=O)CCNC(=O)N1CCC(CCC(=O)NCc2ccc(F)cc2)CC1,-1,-3,-0.1,i,2,-0.8,-1,-1.1,2,-10
CCOC(=O)Nc1ccc(S(=O)(=O)Nc2nccc(C)n2)cc1,-2,4,-1.4,i,4,-1.3,7,-1.3,1,-5
CCOC(=O)C1=C(C)NC(=O)NC1c1cccc(O)c1 (configuration not stated),1,-3,0.2,i,-6,-1.4,-1,-1.2,-3,-6
S=c1[nH]cnc2sc(-c3ccccc3)cc12,-2,3,-0.1,i,-1,-0.9,-4,1.8,-15,-10
COC(=O)c1ccc(NC(=O)C(=O)c2c[nH]c3ccccc23)cc1,2,-6,-0.2,i,-1,-0.5,18,-0.6,0,-10
O=C(Nc1ccc(F)cc1)c1ccc(Br)c(S(=O)(=O)N2CCOCC2)c1,1,-1,-0.3,i,-5,-1.4,-3,0.8,8,-5
CC(C)c1ccc(NC(=O)C2(C)Cc3c(-c4ccccc4)ccnc3O2)cc1 (configuration not stated),1,-4,-0.1,i,2,4.0,1,0.3,2,/
COc1ccc(-c2noc(CNC(=O)C(C)Oc3ccccc3)n2)cc1 (configuration not stated),-2,-10,-0.6,i,8,-1.9,0,0.5,-2,4
COc1ccc(/C=C2\SC(=O)N=C2N)cc1,0,-6,22*,i,6,0.7,-14,1.4,-18,-3
CCCCCC(=O)Nc1nnc(CCc2ccccc2)s1,1,-5,-0.1,i,-1,-1.5,2,-0.4,7,-6
Cc1ccccc1CNC(=O)CCC(=O)N1CCOc2ccc(Cl)cc21,0,-5,-0.6,i,4,-1.6,-3,-0.1,4,-9
COc1ccc(N(CC(=O)Nc2cc(Cl)ccc2OC)S(=O)(=O)c2c(C)noc2C)cc1,0,-3,0.3,i,-3,3.2,-9,0.6,7,-10
CCOC(=O)c1ccc(NC(=O)CCNS(=O)(=O)c2cc(Br)cnc2N)cc1,3,-4,0.4,i,1,-0.7,0,1.8,6,-3
Cc1c(C(=O)N(CC(C)C)c2c(N)n(Cc3ccccc3)c(=O)[nH]c2=O)sc2nc3n(c(=O)c12)CCC3,1,-5,-0.4,i,-2,-0.5,2,-0.5,2,-4
CNc1ccccc1C(C)(C)c1cc(-c2cccc([N+](=O)[O-])c2)no1,-2,-1,-0.4,i,-8,1.9,-3,1.0,-19,-3
CCOc1ccccc1C(=O)N/N=C/c1ccoc1,15,-8,-0.1,i,1,2.2,19,-0.1,-1,44
Cc1cccc(C(=O)N2CCC(=O)N([C@H](COCc3cccc(C(F)(F)F)c3)Cc3ccccc3)CC2)c1,/,0,0.0,/,-4,1.7,/,-0.9,7,/
O=C1COc2ccc(C(=O)COC(=O)c3c(F)cccc3Cl)cc2N1,2,-1,-0.4,i,1,3.0,7,1.1,-2,-8
CCOC(=O)N1CCN(C(=O)c2cccc(OC)c2O)CC1,1,3,-0.6,i,1,-1.0,-3,1.2,-1,-5
COc1ccc(Nc2ccccc2C(=O)O)cc1,0,-1,-2.0,i,-11,5.0,4,3.4,3,3
